SW480 rerep – inducers of DNA re-replication in SW480 colon cancer cells | SW480 DNA re-replication, Hoechst DNA content imaging, 48 h | Potency, µM (doses to about 46.1 µM), for inactives: top-dose re-replication activation, actives largely listed as activators | 1.8% of 340,000 active | AID 624297; further: potency means the concentration at half of the fitted maximal effect; % of control where 0% means no effect; nearly all actives have a fitted effect of over 55% in size
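Readout is total intensity of Hoechst-stained nuclei, excited at 405 nm and collected at 500-530 nm. Compound treatment lasted 48 hr at 37 C in 5% CO2 before staining.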
D3 ag – D3 dopamine receptor (human) agonism. max activation, %. AID 652048. D3R DiscoveRx beta-arrestin cells, luminescence, 90 min. 0.58% of 410,000 active; in the data active means max activation above about 30%; further: 0% is about no effect; mostly tested at two doses, the higher about 12 µM
Target sequence (P35462 whole entry, looked up): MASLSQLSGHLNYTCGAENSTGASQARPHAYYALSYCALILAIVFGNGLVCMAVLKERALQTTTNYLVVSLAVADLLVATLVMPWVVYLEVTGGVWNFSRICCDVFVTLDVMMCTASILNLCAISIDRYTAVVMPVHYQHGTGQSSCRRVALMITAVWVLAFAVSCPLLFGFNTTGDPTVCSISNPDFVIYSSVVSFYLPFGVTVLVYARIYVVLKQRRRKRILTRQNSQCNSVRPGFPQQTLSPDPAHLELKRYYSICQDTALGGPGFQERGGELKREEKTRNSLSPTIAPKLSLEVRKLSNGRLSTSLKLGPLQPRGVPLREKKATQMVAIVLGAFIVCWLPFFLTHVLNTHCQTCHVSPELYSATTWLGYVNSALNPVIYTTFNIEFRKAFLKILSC
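Agonist-mode cell screen: cells plated at 1500/well and incubated overnight at 37 °C, then exposed to library compounds for 90 min at 37 °C. Detection reagent was added for 30–60 min at room temperature, and luminescence was read.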
HT1080 IDH1KD tx – kills HT-1080 cells with IDH1 knockdown. Potency, µM (titrated, usually from 46.1 µM), for the others: at the highest dose activity, negative = toxicity, most hits filed as cytotoxic. HT-1080 IDH1 knockdown viability, ATP luminescence, 48 h. 2% of 360,000 active;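 further: potency means the concentration at half of the fitted maximal effect; 0% = DMSO wells and -100% = cell-free medium wells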
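Cytotoxicity counter-line: IDH1KD HT-1080, 48 h, CellTiter-Glo. Curves classed by r2, magnitude and activity.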
IL-1B inflam inh – inhibitors of inflammasome signaling (IL-1 beta secretion) | THP-1 LPS/ATP IL-1B secretion, AlphaLISA, 16 h; active compounds read low | activity change, % at 57.5 µM | 4.7% of 360,000 active | AID 743279; in the data active means activity change below about -50%; inconclusive means mostly about -30% to -49%; further: on the % scale 0 is the no-effect control and ±100 the full control effect
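THP-1 cells pretreated 1 hr with compounds (up to 57.5 uM final), then stimulated with LPS (250 ng/mL final) plus ATP (1.25 mM final); secreted IL-1B measured by AlphaLISA after 16 hr, decreased signal indicating inhibition.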
GLP1R cytotox – cytotoxic in the GLP-1 receptor inverse agonist counter-screen; Potency, µM (titrated, usually from 38.3 µM), inactives show top-dose activity change, negative = inhibition, usual class: inhibitors; 0.13% of 410,000 active; AID 624418; HEK293 cAMP-luciferase reporter cells, luminescence, 24 h;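 further: loss of luciferase light is scored as toxicity; potency means the concentration at half of the fitted maximal effect; on the % scale 0 is the no-effect control and ±100 the full control effect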
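Quantitative HTS format, 1536 wells, 200 cells/uL seeded. Compounds: 23 nL, 24 h, 37 °C. Detection: luciferase reagent, luminescence at 12 min RT; decreased signal taken as cytotoxic.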
KB-V1 cytotox – KB-V1 MDR subline cytotoxicity. AID 1347076. Potency, µM (doses to about 46.1 µM), for the others: at the highest dose activity change, negative = cytotoxicity, actives largely listed as cytotoxic. KB-V1 MDR cells viability, CellTiter-Glo, 72 h. 3.4% of 400,000 active; further: potency means the concentration at half of the fitted maximal effect; on the % scale 0 is the no-effect control and ±100 the full control effect; nearly all actives have a fitted effect of over 60% in size
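In this primary screen, KB-V1 cells overexpressing P-gp are incubated with library compounds (lowest to highest concentration) for 72 h at 37 degrees C before a luminescent ATP viability read.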
KB-3-1 tox – kills parental KB-3-1 adenocarcinoma cells. Potency, µM (doses to about 46.1 µM), inactives show at the top dose activity change, negative = cytotoxic, actives largely listed as cytotoxic. KB-3-1 viability, CellTiter-Glo ATP luminescence, 72 h. 1.4% of 400,000 active. AID 1347075; further: potency means the concentration at half of the fitted maximal effect; on the % scale 0 is the no-effect control and ±100 the full control effect; nearly all actives have a fitted effect of over 60% in size
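Here the drug-naive KB-3-1 line serves as comparator for MDR sub-line selectivity; cells received compound titrations, 72 h at 37 °C, then CellTiter-Glo readout.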
HT1080-NT tox – kills 2HG-producing HT-1080-NT fibrosarcoma cells; HT-1080-NT fibrosarcoma viability, CellTiter-Glo ATP luminescence, 48 h; Potency, µM (top dose mostly 46.1 µM), for the others: top-dose activity, negative = less viability, usual class: cytotoxic; 1.6% of 360,000 active; AID 686970;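 further: NT is the 2HG producing partner of a matched IDH1 knockdown line; potency means the concentration at half of the fitted maximal effect; 0% = DMSO-treated cells and -100% = media-only wells without cells; nearly all actives have a fitted effect of over 55% in size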
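Toxicity toward the 2HG-producing NT line was scored as %Activity, normalised to DMSO and no-cell wells, from CellTiter-Glo luminescence after 48 hours' treatment.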
MCF10A rerep – DNA re-replication induction in MCF 10a cells | 2.9% of 350,000 active | MCF 10A DNA re-replication, Hoechst nuclear intensity, 48 h | AID 624296 | Potency, µM (titrated, usually from 46.1 µM), for inactives: top-dose activity, positive = re-replication, usual class: activators; further: potency means the concentration at half of the fitted maximal effect; % of control where 0% means no effect; nearly all actives have a fitted effect of over 50% in size
* = called active by the depositor; ? = inconclusive; . = no result given; & = joins results of further samples; [ ] = remark or other dose. Unless noted, the call rests on the fitted dose curve; in most records, active means well fitted curve in the direction sought with a large enough effect; inconclusive means small, poorly fitted or top-dose-only effect, or another doubt; inactive means no such curve, though single readings can be large; an effect the other way counts as inactive or inconclusive.

SMILES | SW480 rerep | D3 ag | HT1080 IDH1KD tx | IL-1B inflam inh | GLP1R cytotox | KB-V1 cytotox | KB-3-1 tox | HT1080-NT tox | MCF10A rerep
COc1ccc(NC(=O)N2Cc3ccccc3CC2C(=O)NC(C)(C)C)cc1 (stereo not drawn) | 0% | -2 | 19% | -9 | 2% | -13% | 21% | ? | -1%
Cc1ccc(S(=O)(=O)N2CCCCC2c2cccnc2)c(C)c1C (stereo not drawn) | -19% | -8 | -3% | 0 | -9% | 16µM* | ? | 0% | 2%
CCOc1ccc(NC(=O)C2CCCN(S(=O)(=O)c3c(C)noc3C)C2)cc1 (stereo not drawn) | 9% | -8 | 0% | 15 | 0% | -9% | -27% | -11% | ?
O=C1NC(=S)N/C1=C/c1cccc([N+](=O)[O-])c1O | -6% | -8 | 3% | -4 | -24% | -6% | ? | 11% | -3%
COc1ccccc1-c1csc(Cc2nnc3n2CCCCC3)n1 | -4% | -4 | 12% | -5 | 1% | 3% | 8% | 4% | -4%
CCc1nc(CN(C)C(=O)C2CCC(=O)N(Cc3cccc(F)c3)C2)no1 (stereo not drawn) | . | 0 | 12% | 2 | -8% | -2% | -16% | 9% | .
CCN(CC)CCNC(=O)C(=O)Nc1cc2c3c(c1)CCN3C(=O)CC2 | -5% | 14 | -2% | 37 | -2% | 0% | 4% | -2% | -3%
Cc1nc2cc(-c3ccccc3)nn2c(C)c1CCC(=O)N1CCN(c2ccccc2)CC1 | 0% | -9&-5 | 6% | 0 | -1%&6% | 9%&-4% | 0%&-3% | -8% | 15%
O=C(COc1ccc(Cl)cc1Cl)NNC(=O)c1cccnc1 | 0% | -4 | 7% | 4 | -16% | 9% | -3% | 18% | -6%
Cc1ccc(S(=O)(=O)N2CCC(C(=O)N3CCC3)CC2)cc1 | 1% | 14 | 2% | -3 | -7% | -3% | -3% | 22% | -1%
COc1ccc(NC(=O)/C(C#N)=C/c2ccc(OCc3ccccc3F)cc2)cc1 | -5% | -1 | 2% | 3 | 8% | ? | ? | 28% | 0%
CCCNC(=O)c1cc(C2CCCCN2S(=O)(=O)c2ccc(OC)cc2)on1 (stereo not drawn) | . | 0 | 3% | 2 | 1% | -1% | 0% | 10% | .
COc1ccc(-c2noc(CN3C(=O)c4ccccc4C3=O)n2)cc1 | 0% | -2 | -4% | 7 | 3% | -3% | 16% | 0% | 0%
CCOC(=O)N1CCN(C(=O)C2CCN(C(=O)c3ccccc3C)CC2)CC1 | ? | -10 | ? | -103* | 7% | ? | ? | ? | ?
Cc1ccc2nc(-c3cc(NC(=O)COc4ccc(C)c(C)c4)ccc3Cl)oc2c1 | . | 0 | . | . | 11% | 8% | 1% | . | .
O=C(COC(=O)c1ccc(Br)o1)NC1CCCc2ccccc21 (stereo not drawn) | -4% | -4 | 15% | -4 | 4% | 1% | -15% | 0% | 2%
COc1ccc(C(=O)NCC(c2ccco2)N2CCCCC2)cc1S(=O)(=O)Nc1ccc(C)cc1 (stereo not drawn) | 3% | -6 | 1% | -6 | -5% | -13% | 1% | -2% | 9%
Cc1ccnc(SCc2cc(=O)c(OC(=O)c3ccc(S(=O)(=O)N(C)C)cc3)co2)n1 | -1% | 0 | 0% | 2 | -24% | 5% | 11% | 11% | 1%
COC(=O)c1sccc1NC(=O)Nc1cccc(F)c1 | 0% | -10 | 19% | 13 | -12% | 28% | 8% | 15% | -3%
COc1cccc(-c2noc(CCC(=O)NC3CCCCC3)n2)c1 | 5% | 1 | 11% | 12 | 1% | ? | -1% | -9% | -1%
CC(=O)C1=C(c2ccccc2)NC(=O)NC1c1ccccc1OCC#N (stereo not drawn) | -5% | 2 | 0% | 11 | -19% | 8% | -9% | 12% | 6%
CC(C)c1nnc(NC(=O)Cc2cccs2)s1 | -6% | -8 | 8% | 7 | 0% | -11% | 2% | -5% | -3%
CCOc1ccccc1NC(=S)NNS(=O)(=O)c1c(C)cc(C)cc1C | 1% | -13 | 7% | 0 | -10% | 12% | 12% | 9% | 5%
O=C(NCc1ccccn1)C1CC(c2ccccc2Cl)=NO1 (stereo not drawn) | 1% | -4 | -6% | 4 | -8% | 9% | 18% | 4% | -1%
COc1ccc(CCN2C(=O)NC(NC(=O)CCc3ccccc3)(C(F)(F)F)C2=O)cc1OC (stereo not drawn) | 2% | 15 | 1% | -21 | 4% | 21µM* | 6% | 6% | 0%
CN1CCN(C(=O)c2cccc(-c3ccc4nccn4c3)c2)CC1 | . | -11 | 1% | 26 | 3% | 4% | 0% | 26% | .
CCN(CC)C(=O)c1sc(NC(=O)c2cc(-c3ccc(C)s3)nc3ccccc23)c(C(=O)OC)c1C | 0%[9.22 µM] | 3 | 3% | -3 | 6% | 2% | 4% | 6% | 21%
CCCCN1C(=O)C(CC(=O)NCc2cccc3ccccc23)CC(C(=O)N2CCOCC2)=C1C (stereo not drawn) | . | 4 | 1% | 15 | -5% | 13% | 13% | 6% | .
CC(C)NC(=O)N(C)C[C@H]1OCc2cnnn2CCCC(=O)N([C@H](C)CO)C[C@H]1C | . | 3 | -10% | 22 | 4% | 4% | -12% | 8% | .
COc1ccc(F)cc1-c1cc(C(=O)NCc2ccc(C(F)(F)F)cc2)[nH]n1 | . | -21 | ? | -10 | -3% | 1% | 0% | ? | .
Cc1ccc[n+](CC(=O)c2ccc(-c3ccccc3)cc2)c1 | -1% | 3 | 0% | 16 | 7% | -14% | 4% | 3% | -10%
O=C1c2ccccc2C(Nc2ccc3c(c2)OCCO3)N1c1ccccn1 (stereo not drawn) | 13% | -6 | 0% | 10 | -17% | -13% | 0% | 2% | 6%
Cc1nc(-c2cccc(NC(=O)c3ccco3)c2)cs1 | 3% | -6 | -5% | 6 | -6% | 1% | 15% | -20% | -1%
CCc1cccc(NC(=O)c2cc3c(=O)n(Cc4ccccc4)ccc3nc2C)c1 | . | -3 | . | . | -7% | -3% | 7% | . | .
COC(=O)/C(=C/Nc1ccc(O)cc1)[N+](=O)[O-] | 2% | 1 | -22% | -3 | -12% | 13% | 1% | -13% | 1%
CC(C)N(C(=O)COC(=O)c1ccc(O)cc1)C(C)C | -7% | -1 | 3%[9.24 µM] | 9 | -2% | -8% | 10% | 6% | -2%
COC(=O)c1sccc1NC(=O)c1ccnn1C | -6% | 0 | 25% | -3 | 0% | -4% | -9% | 27% | -15%
N#C/C(=C\c1ccccc1)c1n[nH]c(Cn2cncn2)n1 | -2% | -3 | 5% | 28 | 3% | 10% | -1% | 10% | -5%
CC(=O)c1ccc(S(=O)(=O)N2CCN(CC(=O)Nc3ccnn3C3CCCC3)CC2)cc1 | -6% | 2 | 3% | 43 | -13% | -16% | ? | -1%[9.24 µM] | 10%
CC(NC(=O)Nc1ccccc1Cl)c1ccc2c(c1)OCO2 (stereo not drawn) | 0% | -7 | -17% | -3 | -2% | -8% | 5% | 0% | ?
O=C(CSc1nnc(C2CC2)n1Cc1ccco1)NCC(F)(F)F | -1% | -5 | 18% | 30 | -7% | 0% | 9% | 21% | -2%
O=C(O)c1ccc(CSc2nnc(Cc3ccccc3)o2)cc1 | 0% | -13 | -12% | -6 | 10% | -19% | 0% | 1% | -5%
CN(C)S(=O)(=O)c1ccccc1C#N | -6% | 0 | 14%[9.24 µM] | 5 | 28% | -2% | 9% | 1% | 19%
CC(=O)CCS(=O)(=O)c1ccc(NC(C)=O)cc1 | ? | -10 | ? | -8 | 4% | 0% | -1% | ? | ?
COc1ccc([C@H]2C[C@H](n3cc(-c4ccc(F)cc4)nn3)[C@@H](O)CN2Cc2cccs2)cc1 | . | 6 | 2% | 10 | -14% | -10% | -18% | 4% | .
O=C(OCc1ccccc1)C1CCCN1C(=O)c1ccccc1[N+](=O)[O-] (stereo not drawn) | -4% | 7 | ? | -63* | 0% | 7% | -2% | 18% | 20%
O=C(CSc1nn(-c2ccc(Cl)cc2)c(=S)s1)N1CCN(C(=O)c2ccco2)CC1 | ? | 15 | -4% | -1 | 0% | ? | 11% | -23% | ?
Cc1cc(C)c(NC(=O)C2CCN(C(=O)c3ccco3)CC2)c(C)c1 | -1% | -2 | 8% | -2 | -3% | -18% | -2% | 0% | -1%
N#CCCN(C(=O)COC(=O)c1cc(=O)[nH]c2ccccc12)c1ccccc1 | 0% | -2 | 9% | 34 | 0% | 3% | -8% | -1% | -5%
COc1cc(NC(=O)N2CCC3(CC2)Nc2ccccc2-n2cccc23)cc(OC)c1OC | . | -7 | . | . | -10% | -17% | ? | . | .
CCN(CC)S(=O)(=O)c1ccc(-n2cnnn2)c(C)c1 | -11% | 11 | 6% | 8 | -17% | -4% | ? | 9% | -6%
O=C(c1c[nH]c2ccccc12)C(O)C(c1ccccc1)N1CCOCC1 (stereo not drawn) | 2% | -7 | -2% | 19 | 4% | -5% | -19% | -2% | 2%

From PubChem

Compounds were not picked by outcome; overall some 11% were active at least once.
